# Assay outcomes deposited in PubChem by several laboratories.
# FadD28 binding: blocks FadD28 binding to the bisubstrate probe; inhibition, % at 12.5 µM; fluorescence polarization; AID 588549; hit rate 0.22% among 360,000; in the data active = inhibition above about 8.5%, passing the limit was not always enough; inconclusive = no clear call, values can overlap the other calls
# Mtb FBA inh: Mtb fructose-bisphosphate aldolase inhibition. P9WQA3. purified M. tuberculosis FBA, fluorescence read-out. inhibition, % at 1 µM. hit rate 2.3% among 360,000. AID 588726; in the data active = inhibition above about 27%;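 note: 0% = vehicle and 100% = reference inhibitor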
# BoNT A protease: inhibitors of Botulinum neurotoxin A light chain protease; hit rate 0.17% among 360,000; AID 588499; multiplex microsphere protease substrate cleavage, flow cytometry; inhibition, % at 10 µM; note: plate controls were buffer without enzyme for full effect and enzyme alone for no effect
# UGM FP inh: inhibitors of M. tuberculosis UDP-galactopyranose mutase; inhibition, % at 10 µM; hit rate 0.06% among 320,000; AID 504406; purified UGM, fluorescence polarization probe displacement; in the data active = inhibition above about 10%, passing the limit was not always enough; inconclusive = no clear call, values can overlap the other calls
# Anthrax LF prot: inhibitors of Bacillus anthracis lethal factor protease; inhibition, % at 10 µM; P15917; multiplex microsphere protease cleavage assay, LF; hit rate 0.12% among 360,000; note: plate controls were buffer without enzyme for full effect and enzyme alone for no effect
# Target sequence (P15917 whole entry, looked up): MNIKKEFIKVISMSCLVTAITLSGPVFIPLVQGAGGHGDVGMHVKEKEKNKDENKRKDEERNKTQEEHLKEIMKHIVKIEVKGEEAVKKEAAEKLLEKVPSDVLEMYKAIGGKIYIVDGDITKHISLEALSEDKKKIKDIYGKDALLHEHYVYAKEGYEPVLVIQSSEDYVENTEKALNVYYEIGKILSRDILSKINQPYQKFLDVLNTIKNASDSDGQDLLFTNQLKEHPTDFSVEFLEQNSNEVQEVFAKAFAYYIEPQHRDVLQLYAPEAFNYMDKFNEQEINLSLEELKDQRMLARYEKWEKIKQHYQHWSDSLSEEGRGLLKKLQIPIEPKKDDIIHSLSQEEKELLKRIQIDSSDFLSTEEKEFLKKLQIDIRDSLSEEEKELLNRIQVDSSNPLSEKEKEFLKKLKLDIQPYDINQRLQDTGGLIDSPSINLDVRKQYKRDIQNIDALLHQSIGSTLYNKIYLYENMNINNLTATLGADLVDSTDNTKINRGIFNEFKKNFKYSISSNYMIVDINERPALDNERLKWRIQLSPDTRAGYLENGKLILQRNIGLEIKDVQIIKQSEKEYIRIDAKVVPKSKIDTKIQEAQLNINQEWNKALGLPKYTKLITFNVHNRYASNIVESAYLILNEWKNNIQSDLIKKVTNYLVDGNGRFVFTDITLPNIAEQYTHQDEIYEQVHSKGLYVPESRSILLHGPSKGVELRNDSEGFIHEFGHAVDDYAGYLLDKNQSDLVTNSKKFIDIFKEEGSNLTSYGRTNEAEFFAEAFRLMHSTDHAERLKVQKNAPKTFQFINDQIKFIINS
# BoNT-F LC inh: blocks Botulinum neurotoxin F light chain protease. Multiplex microsphere protease cleavage assay, flow cytometry. inhibition, % at 10 µM. hit rate 0.22% among 360,000. AID 588497; in the data active = inhibition above about 35%, passing the limit was not always enough; inconclusive = no clear call, values can overlap the other calls; note: plate controls were buffer without enzyme for full effect and enzyme alone for no effect
# GDH-TPI inh: counter-screen for M. tuberculosis FBA inhibitors: GDH-TPI coupled enzymes. GDH-TPI coupled enzyme counterscreen, NADH absorbance. inhibition, % at 4.8 µM. hit rate 1.2% among 360,000. AID 588335; in the data active = inhibition above about 30%;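 note: 0% = DMSO wells and 100% = wells lacking the enzyme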
# PfHsp40 yeast: restores yeast growth despite PfHsp40 toxicity | S. cerevisiae expressing PfHsp40, growth rescue, ATP luminescence | growth rescue, % at 12.5 µM | hit rate 0.68% among 340,000 | AID 504582; in the data active = growth rescue above about 28%, passing the limit was not always enough; inconclusive = no clear call, values can overlap the other calls;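 note: yeast W303a lacking pdr1 and pdr3 grown in galactose medium; growth measured after three days at 30 °C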
# BioA inh: BioA (M. tuberculosis) enzyme inhibition. purified M. tuberculosis BioA enzyme, plate reader. inhibition, % at 9.99 µM. hit rate 0.096% among 360,000. AID 602481; in the data active = inhibition above about 40%; inconclusive = no clear call, values can overlap the other calls
# The depositor's hits bear a star; ? = inconclusive; nt = not tested or not shown. Cut-off read from the data, not from the text of the source, unless noted: active = inhibition above about 30%; inconclusive = no clear call, values can overlap the other calls; inactive = below that.
# Values in the order – FadD28 binding	Mtb FBA inh	BoNT A protease	UGM FP inh	Anthrax LF prot	BoNT-F LC inh	GDH-TPI inh	PfHsp40 yeast	BioA inh
CN(CC1CCCO1)S(=O)(=O)c1ccc(C(=O)Nc2nc(-c3ccccn3)cs2)cc1 (configuration not stated)
    -6.7	0	-0.3	-1.2	-1	-15	22	?	-0.4
CCCN1Cc2cccc(C(=O)N3CCN(c4cc(Cl)ccc4C)CC3)c2C1=O
    -3.1	7	0.4	0.8	1	1	10	0.7	-0.2
CCOC(=O)C1CCN(C(=O)C2c3ccccc3C(=O)N(C)C2c2ccc(OC)cc2)CC1 (configuration not stated)
    -0.6	-1	1.3	2.3	3	1	3	-3.0	0.3
Cc1ccc2nc(/C(C#N)=C/c3cn[nH]c3-c3ccc(F)cc3)[nH]c2c1
    -12	3	0.7	3.8	-5	10	24	0.3	nt
Cc1cccc(NC(=O)CSCC(=O)Nc2ccc(S(=O)(=O)N3CCOCC3)cc2)c1
    -0.9	1	3.9	0.1	2	?	10	0.5	nt
COc1cc(C)nc(Oc2ccc(OCc3ccccc3)nn2)n1
    -2.6	2	1.2	-2.3	-4	-7	-1	-0.7	-1.2
COc1ccc(NC(=O)COC(=O)C2=COCCO2)cc1OC
    0.6	1	-0.6	-3.7	2	-2	-3	0.5	nt
COC(=O)[C@@]12CCCN1[C@H](c1ccc(-c3ccccc3)cc1)[C@@H]1C(=O)N(C)C(=O)[C@@H]12
    -5.0	1	-0.3	2.2	2	2	-1	0.8	-2.0
Cc1cn(-c2ccc(Br)cc2)[nH]c1=O
    -0.7	1	0.2	-2.3	-4	-8	7	1.1	nt
Nc1ccc(S(=O)(=O)C(F)(F)F)cc1N
    -2.7	-1	0.2	2.6	0	-8	5	-0.9	-0.2
O=C(NC(Cc1ccccc1)C(=O)NCCc1ccccn1)c1cccs1 (configuration not stated)
    -0.8	2	-1.4	-0.3	5	21	5	-0.1	-1.5
C(=N\N1CCN(C2c3ccccc3-c3ccccc32)CC1)/c1cccnc1
    -1.5	3	1.1	3.2	1	11	0	3.2	0.0
CN1CCc2nc(SCC(=O)Nc3ccc(OC(F)(F)F)cc3)c(C#N)c(-c3cccs3)c2C1
    -2.6	-1	3.9	0.3	-4	-45	-1	0.9	nt
COc1ccc(OC)c2sc(N(CCN(C)C)C(=O)/C=C/c3cccs3)nc12
    -0.3	4	-3.0	2.7	-3	0	33*	-0.1	-2.9
COc1ccc(CNC(=O)COC(=O)c2c(C)nn(-c3ccccc3)c2C)cc1OC
    -3.9	-1	1.5	nt	2	7	-1	0.7	1.7
CCn1nnnc1SCC(=O)Nc1ccc(OCc2ccccc2)cc1
    -1.3	-4	0.7	-0.7	-4	-12	18	0.3	-4.3
Cc1ccc(-c2nn(-c3ccccc3)cc2CN(Cc2ccccc2)C(=O)c2ccco2)o1
    -2.2	2	nt	-1.0	nt	nt	6	0.0	-2.8
COc1ccccc1CNC(=O)COC(=O)CSc1ccc(Cl)cc1
    -1.5	0	0.2	3.1	-6	1	19	-0.6	nt
CN(C)c1nc(SCc2ccc(Cl)cc2)nc2c1CCCC2
    -3.2	0	-0.4	-1.7	-4	2	-6	220*	-1.2
CCOc1ccc(S(=O)(=O)Nc2cnc3ccccc3c2)cc1
    nt	4	-0.7	1.7	1	8	-1	-0.1	nt
Cc1ccc(C(=O)CSc2nnc(CNc3ccc(F)cc3)o2)cc1
    -0.2	-1	0.8	2.5	-2	-1	3	0.1	nt
COc1cccc(NC(=O)CSc2nnc(-c3ccoc3C)n2CC2CCCO2)c1 (configuration not stated)
    -0.8	0	0.4	-1.7	-2	8	2	0.1	0.3
COc1ccc(C2C(C(=O)N3CCC4(CC3)OCCO4)CC(=O)N2c2ccc(OC)cc2)cc1 (configuration not stated)
    -0.9	-2	0.2	5.6	1	-10	-2	0.9	nt
COc1ccc(C)cc1NC(=O)c1cc(C2CC2)nc2c1c(C)nn2C1CCS(=O)(=O)C1 (configuration not stated)
    -0.3	1	-1.1	nt	-5	-12	4	-0.8	0.5
Cc1ccc(S(=O)(=O)NCCC(=O)NCCN2CCCCCC2)cc1
    -1.5	1	-1.7	-0.5	-10	-35	5	0.5	-1.9
Cc1ccc(NC(=O)C(NC2CCCC2)c2ccccc2)cc1Cl (configuration not stated)
    -2.9	2	-0.6	-2.6	-5	-3	-3	0.6	nt
COc1ccccc1CNC(=O)CSc1ccccc1
    -3.7	-2	-0.1	-0.5	-2	1	-1	0.4	nt
Cc1cc2ncn(C(=O)c3cc(-c4ccccc4)nc4ccccc34)c2cc1C
    -2.2	1	-0.3	-4.2	0	-7	7	0.2	nt
CCOc1ccc(-c2cc(C(=O)N/N=C/c3cccnc3)c3ccccc3n2)cc1
    -5.5	4	0.0	-2.9	-5	-3	13	0.5	0.9
CC(C)CCNC(=O)Cn1c2c(c(-c3ccccc3Cl)cc1=O)CCC2
    -3.5	6	0.1	-1.4	-10	3	-2	-0.1	1.6

# Complete entries, looked up by structure. Order of screens: FadD28 binding	Mtb FBA inh	BoNT A protease	UGM FP inh	Anthrax LF prot	BoNT-F LC inh	GDH-TPI inh	PfHsp40 yeast	BioA inh
# Profile of COC(=O)[C@@]12CCCN1[C@H](c1ccc(-c3ccccc3)cc1)[C@@H]1C(=O)N(C)C(=O)[C@@H]12 = -5.0	1	-0.3	2.2	2	2	-1	0.8	-2.0
# Profile of COc1ccc(NC(=O)COC(=O)C2=COCCO2)cc1OC = 0.6	1	-0.6	-3.7	2	-2	-3	0.5	nt

# Continued:
# Values in the order – FadD28 binding	Mtb FBA inh	BoNT A protease	UGM FP inh	Anthrax LF prot	BoNT-F LC inh	GDH-TPI inh	PfHsp40 yeast	BioA inh
Cc1ccc(CN2CCNC(=O)C2CC(=O)NCc2csc(C(C)C)n2)cc1 (configuration not stated)
    -2.1	5	1.4	4.7	0	-2	2	1.0	-0.6
CCOC(=O)c1sc(NC(=O)C(CC)Sc2nc3ccccc3[nH]2)nc1C (configuration not stated)
    -7.1	-9	-0.8	1.2	0	-5	-2	-2.1	nt
O=S(=O)(NCCCN1CCOCC1)c1ccc(Cl)cc1
    1.0	0	-2.8	2.0	2	-1	-3	0.0	-0.9
COc1ccc(/C=N/OCC(=O)N=Nc2c(O)[nH]c3ccc(Br)cc23)cc1OC
    -0.7	-1	0.2	1.5	-1	0	12	1.1	nt
Fc1ccc(Nc2ncnc3ccccc23)cc1
    -5.7	1	-0.9	-2.8	5	-14	5	1.8	15
Cc1ccc(C(=O)N(C)CC(=O)Nc2cccc(F)c2)cc1S(=O)(=O)N1CCCCC1
    0.0	5	1.1	-1.6	-1	1	-1	0.2	nt
COc1ccc(-c2noc(COc3ccc4ccccc4c3Br)n2)cc1OC
    -4.8	-9	-0.9	-0.4	4	8	-2	-1.9	0.2
COCCN(C(=O)CSc1nc2ccc(C)cc2[nH]1)c1c(N)n(Cc2ccccc2)c(=O)[nH]c1=O
    -1.4	-1	0.1	-4.0	1	-3	-1	0.1	nt
CCc1ccc(CN(C(=O)c2cccs2)C2CCS(=O)(=O)C2)cc1 (configuration not stated)
    -1.6	3	-1.1	-1.2	-6	-5	-1	0.4	0.0
Cc1ccc2c(c1)C(=O)CCN2
    0.3	2	0.5	-0.6	4	6	12	-0.8	-0.5
CCC(=O)Nc1nc2c(s1)COc1ccccc1-2
    -0.9	0	0.4	-0.9	-8	-7	6	-0.6	-0.8
COc1ccccc1CNC(=O)COc1ccc(C)nc1[N+](=O)[O-]
    0.5	-1	-1.2	0.1	0	-4	6	1.6	-0.1
COc1ccc(CN2C(=O)CSC2c2ccncc2)cc1 (configuration not stated)
    0.5	0	?	-1.7	-23	?	-2	-1.3	nt
c1ccc(CNc2ncnc3scc(-c4cccs4)c23)nc1
    -1.0	-1	0.5	-3.4	-4	-4	9	0.5	7.0
COc1cc(CN2CCN(C(=O)COc3ccccc3)CC2)cc(OC)c1OC
    0.1	6	0.0	0.2	2	1	8	-1.5	7.4
Cc1ccc(S(=O)(=O)CCC(=O)NCc2ccccc2F)cc1
    -1.8	-1	-1.8	-1.3	-1	6	-4	-1.1	0.4
CCn1cc(C(=O)N[C@@H](C)C(=O)NCCCN2CCOCC2)c(=O)c2cc3c(cc21)OCO3
    1.8	7	0.2	-0.3	-1	13	0	-0.2	0.3
O=C(N/N=C/c1cn(-c2ccccc2)nc1-c1cc2ccccc2o1)c1ccncc1
    -0.9	0	-0.3	1.3	-1	-6	8	180*	-1.6
O=C(NC(NC(=S)Nc1ccccc1C(=O)O)C(Cl)(Cl)Cl)c1ccccc1 (configuration not stated)
    -2.8	20	-0.2	0.3	0	2	1	0.1	-4.8
COc1ccc(N(CC(=O)NC(C)(C)C)C(=O)CCC(=O)Nc2nccs2)cc1
    0.1	0	-1.6	0.6	-19	-7	-2	0.2	-0.9
CSc1ccc(CN(C)CC(=O)NCc2ccccc2)cc1
    -1.6	4	0.3	-0.5	-1	-2	5	-0.2	nt
N#Cc1nc(COc2ccc(F)cc2)oc1N1CCC(Cc2ccccc2)CC1
    -2.2	-3	-0.8	1.3	-5	-3	10	-1.7	-1.6
N#Cc1cccc(CN2CCC(=O)N([C@H](CO)c3ccccc3)CC2)c1
    3.4	5	0.4	-2.4	1	-1	-5	14	0.5
COCc1cc(C)nc(OC)c1C(N)=O
    -1.3	3	0.0	-5.7	0	-3	8	-1.6	nt
O=c1c2ccccc2nc2c3ccccc3c(NCCO)nn12
    -3.8	33*	-0.3	-0.5	0	-1	8	-1.1	-2.1
CCn1c(COc2ccc(C)cc2)nnc1SCc1nc2ccccc2[nH]1
    -4.9	-1	-1.0	0.2	-6	-1	-12	1.9	5.5
Cn1c(=O)n(C)c2cc(NC(=O)c3ccc(F)cc3)ccc21
    -1.5	0	2.8	-2.3	-2	4	3	0.1	0.7
CCCN(CCC)C(=O)Cn1c(=O)n(CCCC(=O)NCc2ccco2)c(=O)c2sccc21
    -2.6	3	-1.1	-2.3	8	-8	-10	-0.8	nt
Cc1sc(-n2c(C)cc(C=O)c2C)c(C(=O)O)c1C
    0.7	4	1.3	-0.9	-3	7	14	-0.2	-1.7
COc1ccc(C(=O)Nc2cc(C(=O)O)cc(C(=O)O)c2)cc1Cl
    -2.2	2	-0.2	-0.1	1	-4	-7	1.7	nt
CCn1c(=O)c(=O)[nH]c2cc(C(=O)N3CCN(Cc4ccc5c(c4)OCO5)CC3)ccc21
    -0.8	1	0.8	-7.0	4	-3	7	-0.4	-3.5
CC(=O)N1CCc2cc(S(=O)(=O)N3CCc4ccccc43)ccc21
    0.5	1	-0.5	0.1	-4	-6	10	0.4	-1.8
COc1ccc(CN2CCN(c3cccc(C)c3C)CC2)cc1OC
    -4.5	1	5.9	0.1	-14	10	-7	0.2	-0.1
CC1CCCC(C)N1C(=O)/C=C/c1ccc(S(=O)(=O)N2CCOCC2)cc1 (configuration not stated)
    -0.7	1	-3.3	nt	?	-13	-6	-0.6	0.5
Cc1cccc(C)c1Nc1nnc(SCC(=O)NC2CCS(=O)(=O)C2)s1 (configuration not stated)
    -5.0	-6	0.4	-1.9	-3	2	-7	-0.8	0.8
Cc1c(NC(=O)Nc2ccccc2C(F)(F)F)c(=O)n(-c2ccccc2)n1C
    -2.9	1	0.2	2.3	-12	-24	0	0.9	-0.1
Cc1cc(NC(=O)CSc2nc(N)c(NC(=O)c3ccco3)c(=O)[nH]2)no1
    -0.8	-2	0.2	-2.9	-4	4	-6	2.4	-2.0
CC1(C)C=Cc2c(ccc3c2OC[C@H](c2ccc(O)cc2O)C3)O1
    -5.7	1	-0.2	-2.7	-3	4	1	?	18
Cc1cc(C)c(S(=O)(=O)N2CCOC2CNC(=O)C(=O)NCCCn2ccnc2)c(C)c1 (configuration not stated)
    0.2	9	-0.1	1.0	5	-5	11	-0.5	nt
CC1(C(=O)NC2CCCC2)CCC(=O)N1Cc1ccc2c(c1)OCO2 (configuration not stated)
    -0.5	-2	-4.4	1.2	-3	-7	-2	-0.8	1.0
